# Compound activity deposited in PubChem by National Center for Advancing Translational Sciences (NCATS).
# FUS yeast rescue – suppressors of FUS proteinopathy in yeast; S. cerevisiae FUS-expressing, growth rescue, OD600, 24 h; Potency, µM (titrated, usually from 76.6 µM), without a hit: top-dose growth rescue (activation), most hits filed as activators; 390,000 tested, 0.24% active;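 further: potency means the concentration at half of the fitted maximal effect; plate controls were DMSO vehicle for no effect and reference control for full effect; nearly all actives have a fitted effect of over 55% in size; some results filed as inactive show a strong effect at the top dose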
#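 Cultures pregrown in 2.5% raffinose medium are shifted to minimal medium containing 2% galactose to express toxic FUS. Compounds are tested at several concentrations. After 24hr at 30C, growth is quantified at 600 nm absorbance.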
# D3 ag – agonists of human D3 dopamine receptor; D3R DiscoveRx beta-arrestin cells, luminescence, 90 min; max activation, %; 410,000 tested, 0.58% active; AID 652048; in the data active means max activation above about 30%; further: 0% is about no effect; mostly tested at two doses, the higher about 12 µM
# Target sequence (P35462 whole entry, looked up): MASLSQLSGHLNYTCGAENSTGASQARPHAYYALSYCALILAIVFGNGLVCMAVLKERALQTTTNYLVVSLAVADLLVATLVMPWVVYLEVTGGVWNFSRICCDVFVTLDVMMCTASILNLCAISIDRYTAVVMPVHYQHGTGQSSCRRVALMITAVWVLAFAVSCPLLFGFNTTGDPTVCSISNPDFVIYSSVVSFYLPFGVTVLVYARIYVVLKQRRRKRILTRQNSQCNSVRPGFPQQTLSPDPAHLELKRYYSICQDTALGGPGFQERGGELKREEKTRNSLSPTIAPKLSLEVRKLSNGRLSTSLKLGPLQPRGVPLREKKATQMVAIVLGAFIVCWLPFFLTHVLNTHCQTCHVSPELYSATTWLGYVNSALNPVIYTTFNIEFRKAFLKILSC
#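 Cells at 1500/well, incubated overnight, then treated with pinned compounds (dopamine as control) for 90 min at 37 degrees C. DiscoveRx reagent added for 30 - 60 minutes at room temperature; luminescence read.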
# TDP43 rescue – inhibitors of TDP-43 toxicity in yeast. Potency, µM (doses to about 46.1 µM), for inactives: top-dose growth rescue (activation), usual class: activators. TDP-43 expressing yeast growth rescue, BacTiter-Glo, 24 h. AID 652104. 410,000 tested, 1.8% active; further: potency means the concentration at half of the fitted maximal effect; % of control where 0% means no effect; nearly all actives have a fitted effect of over 50% in size
#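 Readout is BacTiter-Glo luminescence of cell growth, so inhibitors register as activators. TDP-43-expressing yeast at OD600=0.02 in galactose medium, after raffinose pregrowth to mid-log, were incubated with compound for 24 hr at 30 deg C.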
# aSyn yeast inh – rescues yeast growth from alpha-synuclein toxicity; Yeast expressing alpha-synuclein, growth rescue, BacTiter-Glo, 24 h; Potency, µM (highest dose often 46.1 µM), inactives show top-dose growth rescue (activation), actives largely listed as activators; 370,000 tested, 0.14% active; AID 652106; further: potency means the concentration at half of the fitted maximal effect; % of control where 0% means no effect; nearly all actives have a fitted effect of over 65% in size
#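 Readout is rescue of growth in alpha-synuclein-expressing yeast, so inhibitors of toxicity appear as activators. Growth after 24 hr at 30 deg C in galactose medium is quantified by luminescence.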
# EPAC2 agonist – EPAC2 (human) agonism; Q8WZA2; EPAC2 activation, biochemical qHTS; response scale: 100% = 6.5 mM cAMP response; Potency, µM (top dose mostly 154 µM), without a hit: at the highest dose activation, actives largely listed as activators; 360,000 tested, 0.079% active; further: potency means the concentration at half of the fitted maximal effect; nearly all actives have a fitted effect of over 50% in size
#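 Compounds were titrated in qHTS against a Rap1B-BODIPY-GDP (250 nM) complex with EPAC2 (100 nM) and GDP (50 uM). BODIPY-GDP release tracked at 480/540 nm over 30 min at room temperature, normalized to 6.5 mM cAMP.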
# Abeta rescue – A-beta toxicity reversal in yeast. 410,000 tested, 0.063% active. Potency, µM (doses to about 46.1 µM), for the others: at the top dose growth rescue, actives largely listed as activators. yeast expressing A-beta42, growth rescue, OD600, 48 h; response scale: 0% DMSO, 100% iron-clioquinol control. AID 1347071; further: potency means the concentration at half of the fitted maximal effect; nearly all actives have a fitted effect of over 55% in size
#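 Yeast growth medium received pinned compounds, then yeast cells expressing toxic A-beta were added; plates incubated at 30 C for 48 hr. Growth read as absorbance at 600 nm, normalized to DMSO and equimolar FeCl3 plus clioquinol controls.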
# D3 antag – blocks the human D3 dopamine receptor; max response, negative = inhibition, %; D3R cells, DiscoveRx beta-arrestin luminescence, antagonist mode; hits give low values; P35462; 360,000 tested, 2.5% active; in the data active means max response below about -50%; inconclusive means no clear call, values can overlap the other calls; further: on the % scale 0 is the no-effect control and ±100 the full control effect; mostly tested at two doses, the higher about 12 µM
#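 Cells plated overnight at 1500 cells/well, then exposed to library compounds with dopamine controls for 90 minutes at 37 degrees C. DiscoveRx reagent added for 30–60 minutes at room temperature; luminescence read, quantitative HTS format.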
# EPAC2 antagonist – antagonists of human EPAC2; Potency, µM (titrated, usually from 114 µM), without a hit: at the top dose activity, negative = inhibition, actives largely listed as inhibitors; AID 720708; EPAC2 GEF exchange of Rap1B-BODIPY-GDP, fluorescence; 360,000 tested, 0.18% active; further: potency means the concentration at half of the fitted maximal effect; on the % scale 0 is the no-effect control and ±100 the full control effect; nearly all actives have a fitted effect of over 45% in size; many of its hits are not listed in these tables
# * hit, by the source's call; u = inconclusive; x = no result given; & = joins results of further samples; [ ] = dose if it differs, or a comment. Unless noted, the call rests on the fitted dose curve; in most records, active means well fitted curve in the direction sought with a large enough effect; inconclusive means small, poorly fitted or top-dose-only effect, or another doubt; inactive means no such curve, though single readings can be large; an effect the other way counts as inactive or inconclusive. Only part of the results is shown; the hit share may differ from the screen's.
1: CCn1c(=O)n(-c2ccc(F)c(Cl)c2)c(=O)c2sc3ccccc3c21
2: O=C1Nc2ccccc2N=C(c2ccc3c(c2)OCO3)C1N(C(=O)c1ccnc2ccccc12)c1ccccc1 (stereo unspecified)
3: Cc1cccc2c1-c1sc(C(=O)NCCCN3CCN(c4cccc(Cl)c4)CC3)cc1CO2
4: COC(=O)C1=CO[C@@H](C)[C@H]2CN3CCc4c([nH]c5ccccc45)[C@@H]3C[C@H]12
5: COc1ccccc1C(CC(=O)Nc1nccs1)c1ccco1 (stereo unspecified)
6: O=C(c1cc2ccccc2oc1=O)N1CCCN(C(=O)c2cc3ccccc3oc2=O)CC1
7: O=C(c1cccc(Cl)c1)N1CCN(c2ccc3c(c2)C2CC3CCN2C(=O)OCc2ccccc2)CC1 (stereo unspecified)
8: CCC1([N+](=O)[O-])COC(c2ccc(Cl)cc2)OC1 (stereo unspecified)
compound no.	1	2	3	4	5	6	7	8
FUS yeast rescue	-40%	u	u	-19%	41%	-2%	30%	-14%
D3 ag	9	-11	-3	14	-5	1	4	-13
TDP43 rescue	10%	2%	-16%	0%	-5%	12%	9%	24%
aSyn yeast inh	x	14%	x	1%	1%	3%	7%	-8%
EPAC2 agonist	x	4%	x	-1%	8%	6%	3%	0%
Abeta rescue	-9%	2%	-81%[inhibitor]	12%	-6%	4%	-12%	17%
D3 antag	x	-10	x	18	0	19	-9	1
EPAC2 antagonist	x	1%	x	5%	-1%	-2%	11%	-10%

9: CCN(CC)S(=O)(=O)c1ccc(N2CCOCC2)c(NC(=S)NC(=O)c2ccco2)c1
10: Cc1ccc(OCCCOc2cccc3cccnc23)cc1C
11: COC(=O)c1cc(Cl)c(NS(=O)(=O)c2ccccc2)cc1OC
12: COc1ccc(NC(=O)CSc2nnnn2C2CCCC2)c(OC)c1
13: COC(=O)C[C@@H]1C[C@@H]2c3cc(NS(=O)(=O)c4ccc(F)cc4)ccc3O[C@@H]2[C@H](CO)O1
14: O=C(Nc1cccc(S(=O)(=O)N2CCCCC2)c1)c1cnccn1
15: O=S(=O)(c1cccc(Cl)c1Cl)N1CCCCC1
16: CC(C)NC(=O)NC(=O)COC(=O)CCCSc1nc2ccccc2s1
compound no.	9	10	11	12	13	14	15	16
FUS yeast rescue	u	6%	17%	27%	-21%	4%	18%	-9%
D3 ag	-15	8	0	-15	2	-3	-6	13
TDP43 rescue	-18%	u	-17%	0%	22%	1%	2%	-8%[0.397 µM]
aSyn yeast inh	-1%	-1%	-19%	3%	-8%	-6%	11%	-1%
EPAC2 agonist	8%	5%	-13%	18%	7%	10%	-1%	4%
Abeta rescue	-6%	9%	6%	1%	2%	11%	14%	5%
D3 antag	-9	7	-7	-11	10	-21	-1	10
EPAC2 antagonist	7%	-9%	-5%	1%	-11%	4%	-4%	24%

17: Cc1ccc(/C=[N+](\[O-])c2ccccc2C)o1
18: Cc1cc(C(=O)COC(=O)c2ccc(O)cc2)c(C)n1CCc1ccc(F)cc1
19: Fc1ccc(CSc2nnc(-c3cc4c(s3)-c3ccccc3CC4)o2)cc1
20: COc1ccccc1CNC(=O)C1CCN(Cc2nc(-c3cccc(Cl)c3)oc2C)CC1
21: Cc1ccc(NC2=CC(=O)CC(C)(C)C2)cc1C
22: COCCN(CCOC)C(=O)c1ccc(NS(=O)(=O)c2ccc3[nH]c(=O)[nH]c3c2)cc1
23: Fc1ccccc1-c1cc2ccccc2cn1
24: COc1ccc(C2=CSC3=C(C(=O)c4cccc(S(=O)(=O)N(C)C)c4)CCN23)cc1
compound no.	17	18	19	20	21	22	23	24
FUS yeast rescue	-8%	-7%	x	3%	9%	8%	16%	u
D3 ag	4	16	8	-6	12	-1	11	0
TDP43 rescue	21%	20%[9.22 µM]	6%	0%	-2%	2%	15%	-4%
aSyn yeast inh	-8%	1%	-11%	-2%	2%	-1%	-8%	6%
EPAC2 agonist	1%	3%	8%	5%	1%	7%	12%	-1%
Abeta rescue	-8%	-8%	2%	8%	-2%	-6%	-4%	23%
D3 antag	10	4	15	u	18	0	-9	-27
EPAC2 antagonist	-15%	-11%	-3%	-1%	12%	2%	u	-5%

25: Cc1nn(C(=O)CCC(=O)NCc2cccc(F)c2)c2ccccc12
26: CCc1nnc(NC(=O)c2nc(SC)ncc2Cl)s1
27: CCOc1ccc(-c2cc(C(=O)NCCOC)[nH]n2)c(C)c1
28: Cc1ccc(NC(=O)C(=O)NCC2CCCO2)cc1 (stereo unspecified)
29: C/C(CC(=O)Nc1c(C)cc(C)cc1C)=N\NC(=O)Cc1ccccc1
30: CC(=O)OC[C@@H]1CN(Cc2ccccc2)C[C@H](n2cnc3c(NC4CCCC4)ncnc32)O1
31: COCCCNC(=O)CSc1nc2cc3c(cc2c(=O)n1CCCCCC(=O)NCc1ccc(OC)cc1)OCO3
32: C=C(C)COC(=O)C1CC2OC2CC1C(=O)OCC(=C)C (stereo unspecified)
compound no.	25	26	27	28	29	30	31	32
FUS yeast rescue	-14%	1%	-11%	-25%	16%	15%	35%	-11%
D3 ag	-13	1	-7	-5	-9	6	7	3
TDP43 rescue	12%	2%	8%	-10%	-6%	12%	17%	19%
aSyn yeast inh	2%	x	0%	0%	-1%	u	x	14%
EPAC2 agonist	5%	x	4%	9%	0%	0%	x	-4%
Abeta rescue	x	-8%	-17%	-14%	-9%	-9%	1%	13%
D3 antag	5	x	0	-21	-5	5	x	11
EPAC2 antagonist	11%	x	-8%	-5%	-1%	7%	x	7%

33: COc1ccccc1N1CCN(C(=O)c2cc(-c3ccc4c(c3)OCO4)on2)CC1
34: Cn1c(=O)c2c(SCC(=O)Nc3ccccc3F)nc(C3CC3)nc2n(C)c1=O
35: Cc1ccc(N2C(=O)C3C(C(=O)c4ccccc4)=NN(c4ccccc4)C3C2=O)cc1 (stereo unspecified)
36: CC(=O)c1ccc(NC(=O)COc2ccc3c(c2)OCO3)cc1
37: COc1ccc(-c2cc3nc(-c4ccccc4)cc(N4CCN(C(=O)c5ccsc5)CC4)n3n2)cc1
38: CC1=CC(=C(C#N)c2nc3ccccc3s2)C=C(C)N1Cc1ccco1
39: O=C1Nc2c(c(=O)[nH]c(=O)n2-c2ccccc2)C1(NS(=O)(=O)c1ccc(Cl)cc1)C(F)(F)F (stereo unspecified)
40: O=C(NCc1cccs1)C(=O)NCC1OCCCN1S(=O)(=O)c1cc(F)ccc1F (stereo unspecified)
compound no.	33	34	35	36	37	38	39	40
FUS yeast rescue	8%	x	5%	11%	23%	7%	7%	15%
D3 ag	2	-4	4	4	1	-18	2	3
TDP43 rescue	-12%	0%	12%	26%[9.22 µM]	u	-14%	-1%	15%
aSyn yeast inh	-1%	-1%	4%	-1%	3%	-1%	x	-8%
EPAC2 agonist	9%	0%	19%	16%	10%	u	x	-5%
Abeta rescue	-2%	10%	18%	-6%	-6%	10%	-14%	20%
D3 antag	22	-11	5	6	49	-56*	x	11
EPAC2 antagonist	-5%	4%	1%	0%	-2%	-27%	x	-5%

# A section taken from the entries so far, for reference:
34: Cn1c(=O)c2c(SCC(=O)Nc3ccccc3F)nc(C3CC3)nc2n(C)c1=O
35: Cc1ccc(N2C(=O)C3C(C(=O)c4ccccc4)=NN(c4ccccc4)C3C2=O)cc1 (stereo unspecified)
36: CC(=O)c1ccc(NC(=O)COc2ccc3c(c2)OCO3)cc1
37: COc1ccc(-c2cc3nc(-c4ccccc4)cc(N4CCN(C(=O)c5ccsc5)CC4)n3n2)cc1
38: CC1=CC(=C(C#N)c2nc3ccccc3s2)C=C(C)N1Cc1ccco1
compound no.	34	35	36	37	38
FUS yeast rescue	x	5%	11%	23%	7%
D3 ag	-4	4	4	1	-18
TDP43 rescue	0%	12%	26%[9.22 µM]	u	-14%
aSyn yeast inh	-1%	4%	-1%	3%	-1%
EPAC2 agonist	0%	19%	16%	10%	u
Abeta rescue	10%	18%	-6%	-6%	10%
D3 antag	-11	5	6	49	-56*
EPAC2 antagonist	4%	1%	0%	-2%	-27%

# Next part:
41: O=C(NCc1ccc2c(c1)OCO2)c1ccccn1
42: COc1ccccc1C(=O)N/N=C(\C)c1cccnc1
43: COc1cc(NC(=O)N2CCc3nc(Nc4cc(Cl)cc(Cl)c4)ncc3C2)cc(OC)c1OC
44: CC/C(=N\NC(=O)c1c[nH]c2ccccc12)c1cccs1
45: CC(C)C1C(=O)N(Cc2cn(CCC3OCCO3)nn2)CCS(=O)(=O)N1Cc1ccc(-c2cccc(N(C)C)c2)cc1 (stereo unspecified)
46: N#Cc1c2n(c3c(=S)nc[nH]c13)CCCCC2
47: CCOc1ccc(C(=O)N2CCCC2)cc1
48: Cc1ccccc1OCCC(=O)OCC(=O)NCCc1ccccc1
compound no.	41	42	43	44	45	46	47	48
FUS yeast rescue	14%	4%	u	x	u	-3%	28%	8%
D3 ag	1	-1	-1	1	-12	-17	-7	-3
TDP43 rescue	17%	-10%	8%	4%	3%	1%	-10%	30%
aSyn yeast inh	2%	2%	9%	-6%	-3%	2%	-8%	7%
EPAC2 agonist	-9%	5%	0%	15%	11%	8%	10%	-4%
Abeta rescue	-4%	6%	-18%	2%	2%	13%	9%	30%
D3 antag	5	-7	-16	40	u	-17	-18	-5
EPAC2 antagonist	-3%	-12%	-29%	-21%	-5%	-6%	-2%	-14%

49: Cc1cc(C)cc(NS(=O)(=O)c2ccc3[nH]cc(C(=O)N4CCCCCC4)c(=O)c3c2)c1
50: O=c1cc(-c2ccc(O)cc2)oc2cc(O)cc(O)c12
51: Cc1cc(NC(=O)C2CCC2)n(-c2ccccn2)n1
52: Cc1cc2nc(-c3cccnc3SCC(=O)NCc3ccco3)[nH]c2cc1C
53: Cc1ccc(NC2=NCC(=O)N2CCc2ccccc2)cc1C
54: COc1cc(OC)cc(C(=O)Nc2ccc([N+](=O)[O-])cn2)c1
compound no.	49	50	51	52	53	54
FUS yeast rescue	-5%	8%	0%	20%	21%	x
D3 ag	1	18	-1	0	0	-3
TDP43 rescue	23%	30%	u	-18%	24%	-6%
aSyn yeast inh	x	-6%&3%	-9%	-10%	-5%	-4%
EPAC2 agonist	x	6%	0%	10%	3%	9%
Abeta rescue	1%	-12%	-7%	-15%	-7%	2%
D3 antag	x	0	7	-12	-18	-2
EPAC2 antagonist	x	7%	-3%	1%	-4%	3%
